# Screening data as filed in PubChem BioAssay.
# NPC1 promoter act: NPC1 promoter activation | Huh7 NPC1 promoter luciferase reporter, 24 h | Potency, µM (series often up to 9.22 µM), inactives show at the highest dose activation, usual class: activators | 2.4% of 320,000 active | AID 485313;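 note: % of control where 0% means no effect; nearly all actives have a fitted effect of over 60% in size; reporter is driven by a mutant NPC1 promoter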
#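 Luciferase expression driven by the NPC1 promoter was measured in stably transfected Huh7 cells after a 24 h compound incubation, using a luciferase reagent and a luminescence read.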
# VP16 counter: inhibits Gal4-VP16 luciferase reporter, ROR gamma counter-screen; 3.5% of 310,000 active; Drosophila S2 Gal4-VP16 UAS-luciferase, luminescence, 20 h; Potency, µM (top dose mostly 53.6 µM), inactives show at the highest dose activity, negative = inhibition, usual class: inhibitors;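 note: Gal4-VP16 expression switched on by copper sulfate through the metallothionein promoter; % is set by controls: 0 for no effect and ±100 for the full control effect; nearly all actives have a fitted effect of over 50% in size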
# Rab9 promoter act: Rab9 promoter activation; Huh7 Rab9 promoter-luciferase reporter, luminescence, 24 h; Potency, µM (doses to about 9.22 µM), for inactives: top-dose activation, negative = inhibition, usual class: activators; 2.8% of 320,000 active; AID 485297; note: % of control where 0% means no effect; nearly all actives have a fitted effect of over 60% in size
#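 Measured in stably transfected Huh7 cells bearing a Rab9 promoter–luciferase construct: 24 h compound treatment at 37 °C, followed by luminescence detection.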
# BRCA1 expr act: activators of BRCA1 expression; MCF7-BRCA1-FFLuc reporter, luminescence, 48 h; response scale: scaled: vehicle 0%, 10 µM genistein 100%; Potency, µM (doses to about 46.1 µM), for the others: at the top dose activation, hits mostly activators; 1.1% of 380,000 active; note: nearly all actives have a fitted effect of over 80% in size; some results filed as inactive show a strong effect at the top dose
#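 Using MCF7 cells harboring a BRCA1 firefly luciferase reporter, plated 2 h before compound pinning, the screen measured luminescence after 48 h incubation. Responses were normalized to DMSO and 10 microM genistein, then fitted for concentration-effect.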
# FLuc modulator: firefly luciferase modulation, counter-screen for miR-21 project; purified FLuc, Km substrates, luminescence inhibition; P08659; AID 588342; Potency, µM (titrated, usually from 57.5 µM), inactives show at the top dose activity change, negative = inhibition, most hits filed as inhibitors; 6.9% of 360,000 active;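 note: plate controls were vehicle for no effect and reference inhibitor for full effect; nearly all actives have a fitted effect of over 55% in size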
#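 Purified P. pyralis luciferase, 10 nM final, with Km-level 10 uM D-luciferin and 10 uM ATP in 50 mM Tris acetate pH 7.5, 10 mM Mg acetate, 0.01% Tween-20, 0.05% BSA; 6-point qHTS titration about 60 µM downward; luminescence read.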
# ELG1 genotox: inducers of genotoxicity in HEK293T ELG1-luciferase cells; HEK293T ELG1-luciferase reporter, luminescence, 16 h; Potency, µM (top dose mostly 46 µM), inactives show at the top dose activity change, positive = activation, hits mostly activators; 1.3% of 330,000 active; note: % of control where 0% means no effect; nearly all actives have a fitted effect of over 60% in size
#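 HEK293T cells expressing luciferase-tagged ELG1 were treated with compound or DMSO for 16 hr at 37°C. Luciferase activity was then read after 30 min with ONE-Glo at room temperature; rising signal flags genetic stress.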
# RORg inh: blocks mouse ROR gamma transcriptional activity | P51450 | Drosophila S2 Gal4-RORgamma UAS-luciferase reporter, 20 h | Potency, µM (doses to about 53.6 µM), without a hit: top-dose activity change, negative = inhibition, most hits filed as inhibitors | 5.4% of 310,000 active; note: % is set by controls: 0 for no effect and ±100 for the full control effect; nearly all actives have a fitted effect of over 60% in size
# Target sequence (P51450 whole entry, looked up, the tested form may be a part): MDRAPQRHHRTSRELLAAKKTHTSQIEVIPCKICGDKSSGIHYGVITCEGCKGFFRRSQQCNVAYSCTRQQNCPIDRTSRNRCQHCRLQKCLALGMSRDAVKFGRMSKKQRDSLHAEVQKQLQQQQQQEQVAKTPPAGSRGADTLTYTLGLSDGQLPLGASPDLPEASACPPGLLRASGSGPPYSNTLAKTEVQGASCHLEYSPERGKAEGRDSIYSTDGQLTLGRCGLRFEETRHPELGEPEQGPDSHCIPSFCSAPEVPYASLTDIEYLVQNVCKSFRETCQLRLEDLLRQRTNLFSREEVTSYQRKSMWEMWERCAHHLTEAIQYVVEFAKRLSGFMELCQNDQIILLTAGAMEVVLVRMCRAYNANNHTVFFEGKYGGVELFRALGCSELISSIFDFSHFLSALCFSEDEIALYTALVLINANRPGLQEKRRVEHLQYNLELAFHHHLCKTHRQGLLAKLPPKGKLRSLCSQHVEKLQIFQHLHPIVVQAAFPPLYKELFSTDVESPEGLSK
#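 Drosophila Schneider cells stably carrying a metallothionein-driven Gal4 DBD–ROR gamma fusion and a UAS-Photinus luciferase reporter were exposed to compound for 1 hr, then induced with copper sulfate (700 uM final) for 20 hr at ambient temperature before luminescence reading.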
# CXXC DNA block: blocks binding of human MLL CXXC domain to DNA | Q03164 | Potency, µM (doses to about 115 µM), for the others: at the top dose activity change, negative = inhibition, usual class: inhibitors | MLL-CXXC / FITC-HOXA9 DNA fluorescence polarization | 0.037% of 290,000 active; active = well fitted inhibition curve with a large enough effect in the polarisation, with a control signal flat, not every such curve was filed as active; inconclusive = small, poorly fitted or top-dose-only effect, or effect the other way, or a change in a side signal; inactive = no such curve, though single readings can be large or run the other way; the % refers to the polarisation
#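 Steps: dispense CXXC domain solution (7 uM) → pin compounds or unlabeled HOX-A9 DNA control → 5 min ambient → add FLSN-HOX-A9 solution (50 nM) → spin → 30 min ambient → fluorescence polarization. Tris pH 7.5/NaCl/DTT/BSA buffer.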
# uPA generation: inhibitors of cell surface uPA generation; cell surface uPA generation assay, qHTS; Potency, µM (doses to about 38.3 µM), for the others: at the highest dose activity change, negative = inhibition, hits mostly inhibitors; 0.31% of 330,000 active; AID 540303; active = well fitted inhibition curve with a large enough effect; inconclusive = small, poorly fitted or top-dose-only effect; inactive = no such curve, though single readings can be large or run the other way; tested in mouse RAW 264.7 cells; note: % is set by controls: 0 for no effect and ±100 for the full control effect; nearly all actives have a fitted effect of over 55% in size
# p53 reactivator: re-activators of mutant p53. H1299 p53-A138V BP100-luciferase reporter, luminescence, 24 h. 0.063% of 320,000 active. Potency, µM (titrated, usually from 92.2 µM), for the others: top-dose activity change, positive = activation, usual class: activators; note: % of control where 0% means no effect; nearly all actives have a fitted effect of over 45% in size
#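 p53-null H1299 cells stably carrying temperature-sensitive p53-A138V and a BP100-luciferase reporter were pinned with compounds (4-point, 1:5 series) and held 24 hrs at 37 deg C. Luminescence was read 10 min after detection reagent.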
# MBNL1 CUG block: MBNL1-poly(CUG) RNA binding inhibition | TR-FRET MBNL1-His/biotin-(CUG)12 binding, 665/545 ratio | Q9NR56 | Potency, µM (highest dose often 57.5 µM), for inactives: at the highest dose activity change, negative = inhibition, most hits filed as inhibitors | 0.036% of 280,000 active; active = well fitted inhibition curve with a large enough effect in the signal ratio, with a control signal flat, not every such curve was filed as active; inconclusive = small, poorly fitted or top-dose-only effect, or effect the other way, or a change in a side signal; inactive = no such curve, though single readings can be large or run the other way; the % refers to the signal ratio; note: % is set by controls: 0 for no effect and ±100 for the full control effect
# Target sequence (Q9NR56 whole entry, looked up): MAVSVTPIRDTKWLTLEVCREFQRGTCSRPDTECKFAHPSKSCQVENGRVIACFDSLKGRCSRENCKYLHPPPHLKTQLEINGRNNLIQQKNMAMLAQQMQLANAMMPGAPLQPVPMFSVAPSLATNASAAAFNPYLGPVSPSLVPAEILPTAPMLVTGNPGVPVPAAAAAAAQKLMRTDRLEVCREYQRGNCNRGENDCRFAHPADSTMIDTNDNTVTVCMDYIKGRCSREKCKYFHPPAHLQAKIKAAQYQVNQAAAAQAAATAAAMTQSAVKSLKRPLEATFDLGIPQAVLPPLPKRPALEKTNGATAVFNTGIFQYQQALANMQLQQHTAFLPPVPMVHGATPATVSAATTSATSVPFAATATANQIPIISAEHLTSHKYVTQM
#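 TR-FRET readout: Ex 340 nm, 665/545 nm emission ratio, normalized to buffer-only (basal) and MBNL1-(CUG)12 controls. Complex of MBNL1-His with Biotin-(CUG)12, compounds 92 nM–58 uM, incubated 60 min at room temperature.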
# * marks the source's active call; other numbers are inactive results; ? = inconclusive; / = no result given; [ ] = another dose, or the depositor's remark. Unless noted, calls come from the whole dose curve; as a rule, active = well fitted curve in the direction sought with a large enough effect; inconclusive = small, poorly fitted or top-dose-only effect, or another doubt; inactive = no such curve, though single readings can be large; an effect the other way counts as inactive or inconclusive. Potency is the fitted concentration of half-maximal effect. Not all compounds are listed. The share of hits here may be higher or lower than overall.
item	structure	NPC1 promoter act	VP16 counter	Rab9 promoter act	BRCA1 expr act	FLuc modulator	ELG1 genotox	RORg inh	CXXC DNA block	uPA generation	p53 reactivator	MBNL1 CUG block
1	COc1ccc(CCC(=O)Nc2cccc(S(=O)(=O)N(C)C)c2)cc1OC	5%	-1%	1%	-7%	-2%	-1%	19%	-2%	1%	0%	2%
2	COc1ccc(NC(=O)CSc2nnc(-c3cccnc3)n2Cc2ccco2)c(OC)c1	4%	-10%	2%	-1%	3%	0%	3%	-1%	2%	-2%	0%
3	CCc1nn(C(C)C(=O)NCCN2CCN(c3cccc(C)c3C)CC2)c(=O)c2cc3occc3n12 (stereo not drawn)	-1%	-8%[0.365 µM]	-5%	-41%	1%	-29%	27%	14%	-6%	-8%	?
4	COc1ccc(C2CC(=O)Nc3cc(C)c(C)cc32)c(OC)c1OC (stereo not drawn)	-3%	0%	-8%	1%	-2%	-1%	-31%	-14%	-10%	-3%	-2%
5	O=C(COc1cccnc1[N+](=O)[O-])NCc1ccc(F)cc1	0%	-7%	-1%[1.84 µM]	2%	-2%	2%	-5%	-1%	-19%	1%	?
6	Cn1c(CCCOc2ccc(Cl)cc2Cl)n[nH]c1=S	9%	?	14%	48%	?	?	6.3µM*	5%	1%	5%	-14%
7	COc1ccc(OC)c(CCNC(=O)Cn2sc3nc(C)cc(C)c3c2=O)c1	0%	-7%	4%	/	?	0%	-1%	1%	/	-21%	1%
8	CCc1ccc2c(c1)CCCN2C(=O)c1ccccc1C(=O)O	10%	?	11%	-21%	-9%	-7%	?	-15%	/	-1%	15%
9	COc1ccc(C(CNCC(=O)Nc2ccccc2F)N(C)C)cc1 (stereo not drawn)	-7%	3%	-3%	-4%	-3%	-2%	-1%	-14%	7%	14%	-19%
10	Cc1cc(OCC(=O)OCC(=O)N(C)C2CCS(=O)(=O)C2)ccc1Cl (stereo not drawn)	-2%	/	-2%	-13%	-4%	2%	/	/	3%	2%	/
11	Cc1cccc(C(=O)NN2S(=O)(=O)c3ccccc3S2(=O)=O)c1	-1%	43%	-3%	1%	-4%	5%	-32%	22%	5%	0%	-14%
12	c1ccc(-c2csc3ncn4nnnc4c23)cc1	-4%	0%	1%	-56%	4%	-1%	8%	3%	-4%	-9%	?
13	N#Cc1ccc(CSc2nnc(COc3ccccc3)n2-c2ccccc2)cc1	1%	7%	1%	-35%	6%	-13%	-24%	0%	/	-4%	0%
14	CCOC(CCn1c(SCc2ccc([N+](=O)[O-])cc2)nc2ccccc2c1=O)OCC	-3%	?	-6%	-33%	-2%	-6%	-44%	3%	-5%	-4%	/
15	COC(=O)c1ccc2c(=O)n(Cc3ccco3)c(SCC(=O)Nc3ccccc3Cl)nc2c1	-2%	-7%	-10%	-1%	-2%	6%	-1%	-1%	-3%	?	0%
16	CN(Cc1ccccc1)S(=O)(=O)c1ccc(OCC(=O)NCc2cccnc2)cc1	-5%	8%	-2%	4%	-22%	-7%	?	14%	-4%	2%	-1%
17	CCC(C)NC(=O)CC(c1ccc(OC)cc1)n1cccc1 (stereo not drawn)	-3%	13%	1%	-4%	6%	3%	35%	-16%	5%	28%	6%
18	CC(=O)C1C(c2ccc(C)cc2)c2c(noc2C)CC1(C)O (stereo not drawn)	-3%	-14%[10 µM]	-4%	2%	3%	0%	-2%	1%	-21%	1%	-6%
19	Cc1ccc(NC(=O)Cn2c(=O)c(C)nc3ccccc32)cc1	-1%	4%	-2%	2%	-1%	2%	31%	?	-8%	8%	21%
20	CCc1ccc(OC(=O)CN2C(=O)c3ccccc3C2=O)cc1	11%	9%	5%	1%	?	2%	-9%[1.91 µM]	-1%	4%	13%	8%
21	Cc1nc2n[nH]c(N)c2c2c1CCCC2	3%	3%	-2%	8%	-2%	22%	-45%	6%	12%	4%	1%
22	COc1ccccc1-n1cc(-c2ccc(Br)cc2)[nH]c1=S	-2%	10µM*	5%	6%	-18%	-1%	4.5µM*	23%	0%	-1%	1%
23	O=C(NNC1=NCCC1)c1cccc(S(=O)(=O)N2CCCC2)c1	0%	?	-1%	-21%	2%	0%	8.9µM*	-8%	-2%	61%	/
24	C/C(=N\Nc1cccc(C(=O)O)c1)c1ccc(Cl)s1	3.2µM*	-11%	2.8µM*	22%	11µM*	?	?	-1%	-1%	17%	8%
25	O=C(O)c1ccccc1Cc1nc2cc(Cl)ccc2c(=O)[nH]1	-5%	8%	2%	-1%	-7%	-5%	-31%	-2%	-1%	4%	0%

# Only ELG1 genotox, for 5 of the compounds above:
entry	compound	ELG1 genotox
19	Cc1ccc(NC(=O)Cn2c(=O)c(C)nc3ccccc32)cc1	2%
20	CCc1ccc(OC(=O)CN2C(=O)c3ccccc3C2=O)cc1	2%
21	Cc1nc2n[nH]c(N)c2c2c1CCCC2	22%
22	COc1ccccc1-n1cc(-c2ccc(Br)cc2)[nH]c1=S	-1%
23	O=C(NNC1=NCCC1)c1cccc(S(=O)(=O)N2CCCC2)c1	0%

# Arranged by SMILES length (ascending): some entries from above.
item	structure	NPC1 promoter act	VP16 counter	Rab9 promoter act	BRCA1 expr act	FLuc modulator	ELG1 genotox	RORg inh	CXXC DNA block	uPA generation	p53 reactivator	MBNL1 CUG block
24	C/C(=N\Nc1cccc(C(=O)O)c1)c1ccc(Cl)s1	3.2µM*	-11%	2.8µM*	22%	11µM*	?	?	-1%	-1%	17%	8%
25	O=C(O)c1ccccc1Cc1nc2cc(Cl)ccc2c(=O)[nH]1	-5%	8%	2%	-1%	-7%	-5%	-31%	-2%	-1%	4%	0%
11	Cc1cccc(C(=O)NN2S(=O)(=O)c3ccccc3S2(=O)=O)c1	-1%	43%	-3%	1%	-4%	5%	-32%	22%	5%	0%	-14%
2	COc1ccc(NC(=O)CSc2nnc(-c3cccnc3)n2Cc2ccco2)c(OC)c1	4%	-10%	2%	-1%	3%	0%	3%	-1%	2%	-2%	0%

# Further structures follow.
item	structure	NPC1 promoter act	VP16 counter	Rab9 promoter act	BRCA1 expr act	FLuc modulator	ELG1 genotox	RORg inh	CXXC DNA block	uPA generation	p53 reactivator	MBNL1 CUG block
26	O=C(COc1ccc([N+](=O)[O-])cc1)NNC(=S)NC(=O)c1ccc(Br)cc1	2%	?	9%	7%	?	1%	3.2µM*	-8%	1%	1%	14%
27	COc1ccc(OC)c(S(=O)(=O)N2CCN(c3ccccc3OC)CC2)c1	0%	2%	-1%	-15%	0%	-3%	-22%	11%	0%	-3%	-3%
28	CC(C)c1ccc(N(CC(=O)NCCCN2CCOCC2)S(=O)(=O)c2ccccc2)cc1	0%	/	-5%	-4%	2%	0%	/	/	-1%	-8%	/
29	COc1ccc(Br)cc1C(=O)Nc1cccc(NC(=O)c2ccco2)c1	1%	-5%	-6%	-52%	24µM*	-20%	26%	15%	-4%	-11%	4%
30	CC(C)c1ccc(C(=O)OC2CCOC2=O)cc1 (stereo not drawn)	2%	13%	0%	-19%	?	-16%	-22%	-9%	3%	-1%	-5%
31	CC(=O)NC(Nc1c(C)n(C)n(-c2ccccc2)c1=O)C(Cl)(Cl)Cl (stereo not drawn)	-1%	4%	3%	-4%	3%	10%	-23%	9%	25%	-2%	-6%
32	CCN1C(=O)/C(=C\N2CCCc3ccccc32)SC1=S	11%	1%	24%	-10%	?	13%	3%	1%	3%	9%	13%
33	CN1CCN(C(CNC(=O)C(=O)Nc2ccc3c(c2)OCO3)c2ccc(F)cc2)CC1 (stereo not drawn)	-3%	/	-2%	-10%	0%	-8%	/	/	0%	4%	/
34	COc1ccc(Cl)cc1N(CC(=O)NCC(C)C)S(=O)(=O)c1ccc(C)c([N+](=O)[O-])c1	-5%	-20%	-1%	-18%	3%	3%	-30%	13%	-3%	2%	/
35	CCN(CC)S(=O)(=O)c1ccc(C(=O)NCc2cccs2)cc1	/	21%	/	11%	-4%	/	7%	2%	-4%	/	0%
36	COc1cccc(OCC(=O)N(C)Cc2nc(-c3ccccc3)no2)c1	-5%	-6%	2%	-2%	1%	14%	8%	5%	5%	2%	-4%
